NPYLR7 agonist: mosquito NPYLR7 agonism; HEK293T NPYLR7/Galpha15, GCaMP6s calcium fluorescence; activation, % at 10 µM; hit rate 0.15% among 270,000; in the data active = activation above about 40%;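 also: 0% = vehicle and 100% = reference agonist at the receptor; some compounds past the cut are filed as inactive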
mcGAS lum: mouse cGAS inhibition by luminescence. Q8C6L5. recombinant cGAS, Kinase-Glo ATP depletion luminescence. inhibition, % at 12.5 µM. hit rate 0.15% among 160,000. AID 1259399;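 also: 0% = negative control wells and 100% = reference inhibitor with no enzyme activity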
hcGAS lum: inhibitors of human cGAS; inhibition, % at 12.5 µM; Q8N884; recombinant h-cGAS, ATP depletion, Kinase-Glo luminescence; hit rate 0.081% among 290,000;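 also: 0% = vehicle reaction and 100% = reaction without DNA for no activity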
Target sequence (Q8N884 whole entry, looked up): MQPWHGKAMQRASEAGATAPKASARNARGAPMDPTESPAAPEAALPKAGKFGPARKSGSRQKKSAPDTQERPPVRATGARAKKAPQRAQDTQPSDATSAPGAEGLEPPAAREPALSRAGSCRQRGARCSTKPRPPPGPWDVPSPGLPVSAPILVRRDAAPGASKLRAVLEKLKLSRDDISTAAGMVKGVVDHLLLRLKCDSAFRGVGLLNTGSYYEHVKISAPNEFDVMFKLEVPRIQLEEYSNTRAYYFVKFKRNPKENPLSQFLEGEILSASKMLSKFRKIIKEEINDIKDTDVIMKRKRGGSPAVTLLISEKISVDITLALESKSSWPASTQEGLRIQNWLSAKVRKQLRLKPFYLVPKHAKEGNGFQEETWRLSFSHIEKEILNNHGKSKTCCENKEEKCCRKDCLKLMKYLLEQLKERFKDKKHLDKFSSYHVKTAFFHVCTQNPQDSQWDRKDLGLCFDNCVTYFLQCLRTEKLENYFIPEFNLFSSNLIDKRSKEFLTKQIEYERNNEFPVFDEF
Active calls of the source: *; / = not tested or not shown; & = joins results of further samples. Rule as the data show it, unless noted: active = inhibition above about 40%; inactive = the rest.

1	COc1cccc(CN(Cc2ccco2)CC(O)COCc2ccco2)c1OC (stereo unspecified)
2	COCCNC(=O)c1cc(-c2cccc(OC)c2)n(-c2ccc(F)cc2)c1C
3	CCc1nc2c(OCc3ccc(C(F)(F)F)cc3)cccn2c1N(C)C(=O)c1ccc(OC)cc1
4	NC(=O)CC1(C(F)(F)F)OCCO1
5	CCN(Cc1nc(COC)no1)C(=O)c1csnn1
Compound,1,2,3,4,5
NPYLR7 agonist,23,16,11,4,18
mcGAS lum,-3,-4,-1,/,-12
hcGAS lum,-4,-5,-3,-4,-8

6	CCOCCCN(CC(=O)N(Cc1ccccc1)Cc1cccn1C)C(=O)c1cccc(Br)c1
7	FC(F)(F)c1nnc2n1Nc1nc3ccccc3nc1S2
8	O=C1NC2(CCCN(Cc3ccccc3)C2)C(=O)N1CN1CCOCC1 (stereo unspecified)
9	Cc1nn(C)c(Oc2cccc(F)c2)c1NC(=O)c1ccc(F)c(F)c1
10	O=C(Nc1ccc(F)cc1)C(C1CCCC1)N1CCN(C(=O)c2ccco2)CC1 (stereo unspecified)
Compound,6,7,8,9,10
NPYLR7 agonist,-5,27,-1,1,-7
mcGAS lum,-3,/,/,-6,-4
hcGAS lum,-6,-5,-3,-4,-3

11	Cc1nc2ccc(S(=O)(=O)NCCn3nc(-c4cccnc4)ccc3=O)cc2s1
12	C=CCN1C(=O)NC(c2ccccc2Cl)C2=C1CN(CC(=O)NCCc1ccc(OC)c(OC)c1)C2=O (stereo unspecified)
13	CC(C)c1cc(C2CCN(C(=O)c3c4c(nn3C)CCCC4)CC2)[nH]n1
14	Cc1cc(C(=O)NCC(C)(C)c2ccccc2)n[nH]1
15	Cc1ccc2nc(C)c(NC(=O)CC3CCCC3)c(=O)n2c1
Compound,11,12,13,14,15
NPYLR7 agonist,8,-8,4,-2,3
mcGAS lum,/,-4,/,-18,/
hcGAS lum,-5,-4,-9,-6,-9

16	O=C1N(CC2CC2)C(c2ccoc2)NC12CCCC2 (stereo unspecified)
17	C=CCNc1nsc(C(=O)c2ccc(OC)cc2)c1N
18	CCN(CC)S(=O)(=O)c1cccc(N=C2C(=O)N(C)c3ccccc32)c1
19	Oc1c(C(c2ccccn2)N2CCOCC2)ccc2cccnc12 (stereo unspecified)
20	CCOc1ccc(-n2c(=O)[nH]c3c(C(N)=O)nc(-c4cccc(OC)c4)nc32)cc1
Compound,16,17,18,19,20
NPYLR7 agonist,-2,-5,5,0,2
mcGAS lum,/,/,/,-1,-5
hcGAS lum,-3,4,-7,-1,-3

21	CC1(C)CC2CC(C)(CN2C(=O)c2cc3n(n2)CCN(Cc2c(Cl)cccc2Cl)C3=O)C1 (stereo unspecified)
22	CCCCCn1c(SC(C)CC)nc2c1c(=O)[nH]c(=O)n2C (stereo unspecified)
23	Cc1ccc(N2C(=O)CSC23C(=O)Nc2ccccc23)cc1 (stereo unspecified)
24	CC(C(N)=O)N1C(=O)C2C3C=CC(C3)C2C1=O (stereo unspecified)
25	CCc1nc2ccc(C(=O)N3CCNC(=O)C3)cn2c1N(C)C(=O)C1CCCCC1
Compound,21,22,23,24,25
NPYLR7 agonist,18,0,15,-3,-9
mcGAS lum,-4,-5,-4,4,-2
hcGAS lum,-4,-5,-5,11,-6

26	CC(C)=NOC(C)C(=O)NCCc1cnc2cc(C)ccn12 (stereo unspecified)
27	CCOC(=O)N1CCN(Cc2nc3c(c(=O)n(C)c(=O)n3C)n2CCC(C)C)CC1
28	CN1C(=O)C2C(c3ccccc3)NN(Cc3ccccc3)C2C1=O (stereo unspecified)
29	CC(CC#N)N1CCN(C(c2ccccc2)c2ccccc2)CC1 (stereo unspecified)
30	CCC(NCc1cnn(C)c1)c1cccc(Cl)c1 (stereo unspecified)
Compound,26,27,28,29,30
NPYLR7 agonist,4,7,40,6,0
mcGAS lum,/,/,-9,-11,/
hcGAS lum,-3,-1,-12,-5,-3

31	FC1(F)CN[C@H](CN2CCCCCC2)C1
32	CCCSC1=C(C#N)C2(CCCC2)C(C#N)C(=O)N1 (stereo unspecified)
33	Cc1nc(Cc2noc(C3(Sc4ccccc4)CCCC3)n2)no1
34	CC1CCC(C(C)C)C(OP(=O)(c2ccccc2)C(O)c2cccnc2)C1 (stereo unspecified)
35	CC(C)(C)C(=O)CNC(=O)c1ccccc1NS(=O)(=O)c1ccc(F)c(F)c1
Compound,31,32,33,34,35
NPYLR7 agonist,/,1,5,4,5
mcGAS lum,-8,-6,-16,-4,/
hcGAS lum,-19,-2,-11,-3,-6

36	Cc1cccc(NC(=O)C(C)N2CCN(C(=O)C3CCCO3)CC2)c1 (stereo unspecified)
37	COC(=O)CCCCN1CCOC(c2ccc(Cl)c(Cl)c2)C1 (stereo unspecified)
38	O=C(COc1ccc(Cl)cc1)Nc1ncc([N+](=O)[O-])s1
39	CCC(=O)NCCc1nc2ccccc2n1Cc1ccccc1F
40	COc1ccc(N2C(=O)c3cccc4cccc(c34)C2=O)cc1OC
Compound,36,37,38,39,40
NPYLR7 agonist,0,-3,-4,-8,-6
mcGAS lum,/,/,1,/,-7
hcGAS lum,8,-3,2,-6,-4

41	CCN(CC)C(=O)C(C#N)=Cc1ccc(C#N)cc1
42	CCC(=O)N1CCC(n2cnc3ccc(C)cc32)CC1
43	CCn1cc(S(=O)(=O)c2ccc(OC)cc2)c(=O)c2cc(F)c(N3CCCCC3)cc21
44	CCOC(=O)C1CCCN(C(=O)c2cnn(-c3ccc(F)cc3)c2C)C1 (stereo unspecified)
45	CCOCCn1c(N2CCCCC2)nc(C)cc1=O
Compound,41,42,43,44,45
NPYLR7 agonist,0,5,-12,18,/
mcGAS lum,19,-6,-2,-4,-7
hcGAS lum,-5,-6,-1,-4,-16

46	CC(=O)NC1=NC(=O)/C(=C/c2cn(C(C)=O)nc2-c2ccccc2)S1
47	Cc1ccc(NC(=O)Cc2c(C)nn(-c3ccc(C(F)(F)F)cn3)c2C)cc1
48	COc1ccc(COc2ccc(C(=O)O)cc2OC)cc1Br
49	O=C1NC(=O)C2C1ON(c1ccccc1)C2c1ccc(F)cc1 (stereo unspecified)
50	CC(c1cncs1)N(C)C(=O)c1coc(COc2ccc3c(c2)OCO3)n1 (stereo unspecified)
Compound,46,47,48,49,50
NPYLR7 agonist,-10,9,19,13,-3
mcGAS lum,15,/,/,-3,-12
hcGAS lum,25,-5,-6,-4,-8

51	CN(C)c1ccc(C(=O)N2CCN(C(c3ccc(F)cc3)c3ccc(F)cc3)CC2)cc1
52	CCOC(=O)CN1N=C(C)Cn2c1nc1c2c(=O)n(CC(C)C)c(=O)n1C
53	Cc1cc(C)cc(C2(C(=O)Nc3cccc(-n4c(C)c[nH]c4=O)c3)CCC2)c1
54	Cc1ccccc1CS(=O)(=O)N(CCC#N)C1CC1
55	CCC1(C)CC(CCNCc2ccccc2)(C(C)C)CCO1 (stereo unspecified)
Compound,51,52,53,54,55
NPYLR7 agonist,3,0,12,3,/
mcGAS lum,-6,3,/,/,1
hcGAS lum,-3,2,-4,-5,4

56	COc1ccc(Cn2c(-c3cnc4ccccc4c3)nc3ccccc3c2=O)c(OC)c1
57	Cc1nc2ccccc2n(C(C(=O)NC2CC2)c2ccccc2)c1=O (stereo unspecified)
58	CN(C)CCn1c2c(c(SCC(=O)Nc3ccc([N+](=O)[O-])cc3)nc1=O)CCCC2
59	COCCCN(Cc1csc(COc2ccccc2)n1)C(=O)c1cccc(C)c1
60	Cc1nc2ccc(C(=O)N3CCN(c4ccccc4)CC3)cn2c1N(C)CC1CCCCC1
Compound,56,57,58,59,60
NPYLR7 agonist,7,1,1,18,-1
mcGAS lum,2,-5,-5,-6,-3
hcGAS lum,-2,-3,-5,-5,-4

61	O=C(OCc1ccccc1)[C@@H]1CCCN1C(=O)C1CC=CCC1C(=O)N1CCc2ccccc2C1 (stereo partly specified)
62	Cc1ccc(S(=O)(=O)N2CCC(C(=O)N(C)C3CCC(C)CC3)CC2)cc1C (stereo unspecified)
63	Nc1cc(-c2cccc(Cl)c2)nn1-c1ccc(C(=O)NCC2CCCCC2)cc1
64	Cn1c(=O)[nH]c2ncn(C)c2c1=O
65	O=C(c1cccc(F)c1)N1CCCC(OCc2ccc(C(F)(F)F)cc2)C1 (stereo unspecified)
Compound,61,62,63,64,65
NPYLR7 agonist,-7,7,5,1&-2,-6
mcGAS lum,-4,-6,-6,0,0
hcGAS lum,-3,-7,-4,2&0,2

66	NC(=O)COC(=O)C12CC3CC(CC(O)(C3)C1)C2
67	COc1cccc(C(=O)N(CC(=O)N2CCc3sccc3C2COc2ccc(Cl)cc2)CC2CCCO2)c1 (stereo unspecified)
68	O=C(c1ccccc1Br)N1CCc2nc(-c3ccccc3)nc(N3CCCCC3)c2C1
69	CC(C)S(=O)(=O)Oc1ccc(CN(CCN(C)C)C(=O)c2ccco2)cc1
70	CCC(C(=O)N1CCC2(CCCO2)CC1)N1Cc2ccccc2C1=O (stereo unspecified)
Compound,66,67,68,69,70
NPYLR7 agonist,3,-4,/,27,5
mcGAS lum,-6,0,-6,-4,-12
hcGAS lum,-5,0,-13,-2,-6

71	CCCCCNC(=O)c1cc(-c2ccccc2OC)nc2cc(-c3ccccc3)nn12
72	COc1ccc(-n2c(-c3ccccc3)cc(C(=O)N3CCN(S(C)(=O)=O)CC3)c2C)cc1OC
73	Cc1cnn(C(C)CNC(=O)c2cc(COc3cccc(F)c3)[nH]n2)c1 (stereo unspecified)
74	Cc1ccn(-c2ccc(Nc3ccc(NS(=O)(=O)c4ccc(C)c(C)c4)cc3)nn2)n1
75	CCOC(=O)c1cc(CSC(=N)N)c(CC)o1
Compound,71,72,73,74,75
NPYLR7 agonist,14,-6,6,-3,-7
mcGAS lum,-8,-5,2,-9,/
hcGAS lum,-7,-13,2,-7,-4

76	Cc1cccc(NC(=O)C(=O)NCCCO)c1C
77	CS(=O)(=O)CCC(=O)NC1CC(c2cccc(Cl)c2)C1 (stereo unspecified)
78	C=CCN1C(=O)CSC1=NS(=O)(=O)c1ccc(Cl)s1
79	Cc1cccc2nc(-c3ccc(Cl)cc3)c(NC3CCCCC3)n12
80	NC(=O)c1ccc(/C=C/C(=O)NC2CCC(C(F)(F)F)CC2)cc1 (stereo unspecified)
Compound,76,77,78,79,80
NPYLR7 agonist,20,-4,8,5,-4
mcGAS lum,/,/,/,-4,3
hcGAS lum,5,-4,4,-1,5

81	Cn1cccc1C=C(C#N)c1nc(-c2cccs2)cs1
82	COc1ccccc1N1CCN(C(=O)c2cc3ccccc3oc2=O)CC1
83	O=C(NCc1ccc(S(=O)(=O)N2CCOCC2)s1)c1cnccn1
84	CCN(CC)S(=O)(=O)c1ccc(CNC(=O)Nc2ccc(C)cc2)s1
85	CCOc1ccccc1N=C1SCCN1c1ccccc1
Compound,81,82,83,84,85
NPYLR7 agonist,0,0,25,10,26
mcGAS lum,-4,-6,/,/,5
hcGAS lum,-1,-9,-14,-6,3

86	Cc1cccc(CN(CCN2CCOCC2)CC(O)Cc2ccccc2)c1 (stereo unspecified)
87	CCOc1ccc(-c2nc(C(=O)N(C)C3CCC3)cs2)cc1
88	O=C(Nc1cccs1)N1CCC(c2nnc(C3CC3)o2)CC1
89	Cc1n[nH]c(C)c1NC(=O)CN1CC2CCCCC21c1ccccc1 (stereo unspecified)
90	COc1ccc(C(O)C(C)N2CCN(CC(=O)NC3CC3)CC2)cc1 (stereo unspecified)
Compound,86,87,88,89,90
NPYLR7 agonist,-5,4,-16,4,-2
mcGAS lum,-1,/,-3,/,/
hcGAS lum,1,-7,0,-11,-11

91	CCCCc1nc(N2CCCN(C(=O)c3ccc([N+](=O)[O-])cc3)CC2)c2c(-c3ccc4ccccc4c3)noc2n1
92	C#Cc1cccc(NC(=O)C(C(C)C)n2cnc3ccccc32)c1 (stereo unspecified)
93	CCN(CC)C(=O)Cn1cc(SCC(=O)NCc2ccc(C)cc2)c2ccccc21
94	Cc1noc(NC(=O)c2cc(C)c(OCc3cccnc3)c(C)c2)n1
95	CCc1c(C)cc(C(=O)N2CCCC(O)(CN(C)C)C2)c(=O)n1C (stereo unspecified)
Compound,91,92,93,94,95
NPYLR7 agonist,14,2,-3,3,-2
mcGAS lum,-5,/,-7,/,-7
hcGAS lum,1,-7,-6,3,3

96	CCOc1ccc(S(=O)(=O)NCCn2ncc3c(N4CCCC4)ncnc32)cc1
97	Cc1nc(C(F)(F)F)ccc1C(=O)Nc1ccccc1CS(C)(=O)=O
98	COC(=O)CCCC(=O)Nc1ccc2sc(C)nc2c1
99	CSc1ccccc1NC(=O)N1CCCC(C(=O)c2ccc3c(c2)OCO3)C1 (stereo unspecified)
100	O=C(N1CCCC(N2CCCC2)C1)C1(c2ccc(Cl)cc2)CCC1 (stereo unspecified)
Compound,96,97,98,99,100
NPYLR7 agonist,1,-2,-10,8,5
mcGAS lum,/,/,-1,/,-10
hcGAS lum,-4,-10,-4,-13,-8

Pulled by structure from the list above (4):
100	O=C(N1CCCC(N2CCCC2)C1)C1(c2ccc(Cl)cc2)CCC1 (stereo unspecified)
99	CSc1ccccc1NC(=O)N1CCCC(C(=O)c2ccc3c(c2)OCO3)C1 (stereo unspecified)
98	COC(=O)CCCC(=O)Nc1ccc2sc(C)nc2c1
96	CCOc1ccc(S(=O)(=O)NCCn2ncc3c(N4CCCC4)ncnc32)cc1
Compound,100,99,98,96
NPYLR7 agonist,5,8,-10,1
mcGAS lum,-10,/,-1,/
hcGAS lum,-8,-13,-4,-4

The order is random. Share with any hit: about 0.27%.
